# Scp1 inh: Scp-1 phosphatase inhibitors, primary screen, biochemical, colorimetric, uHTS; Carboxy-terminal domain RNA polymerase II polypeptide A small phosphatase 1 (Homo …; 340,000 compounds, 0.88% hits; AID 493091, 2011; inhibition, % at 20 µM; Recombinant Scp1, phosphopeptide, malachite green phosphate absorbance;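 active = inhibition above about 50% at 20 µM, limit read from the data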;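 note: plate controls were DMSO wells with enzyme for no effect and wells lacking enzyme for full effect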
#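 Incubation: 45 min enzyme reaction at room temperature / System: truncated SCP-1 phosphatase (76-261aa) / Reagent: Phospho 17-mer peptide substrate / Buffer or medium: Acidic Tris acetate buffer with magnesium and detergent / Signal: absorbance at 630 nm / Doses: one concentration, 20 µM, with 1.0% DMSO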
# SUMO1-SIM PPI: modulators of SUMO1 protein-protein interactions, primary screen, biochemical, uHTS. Small ubiquitin-related modifier 1 (Homo sapiens), P63165. SUMO1 binding to a labelled peptide, TR-FRET, 1 h. inhibition, % at 20 µM. 360,000 compounds, 0.33% hits. AID 602429, 2012; in the data active = inhibition above about 37%
# Target sequence (P63165 whole entry, looked up): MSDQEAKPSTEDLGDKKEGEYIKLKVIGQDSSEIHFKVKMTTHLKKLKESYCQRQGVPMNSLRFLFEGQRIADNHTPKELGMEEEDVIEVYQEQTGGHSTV
# CendR NRP1 mod: modulators of CendR peptide binding to NRP-1, primary screen, biochemical, fluorescence polarization, uHTS. FAM-RPARPAR peptide binding to NRP-1. inhibition, % at 25 µM. 360,000 compounds, 0.85% hits. AID 602438, 2012;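 active = inhibition or corrected inhibition above about 18%, plus a signal ratio from 0.5 to 1.5, limit read from the data, passing the limit was not always enough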; note: strong numbers were not always called active
# Neddyl block: inhibitors of cullin neddylation, primary screen, biochemical, TR-FRET, uHTS, NAE and Ubc12; 360,000 compounds, 0.58% hits; calls only at 25 µM; in the data active = inhibition above about 36%
# Target sequence (P61081 whole entry, looked up): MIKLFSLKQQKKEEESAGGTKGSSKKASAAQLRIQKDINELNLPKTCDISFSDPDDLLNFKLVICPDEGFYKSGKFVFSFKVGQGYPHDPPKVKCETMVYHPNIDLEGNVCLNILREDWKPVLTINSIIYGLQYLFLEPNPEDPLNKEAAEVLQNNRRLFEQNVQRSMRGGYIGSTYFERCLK
# Target sequence (Q13564 whole entry, looked up): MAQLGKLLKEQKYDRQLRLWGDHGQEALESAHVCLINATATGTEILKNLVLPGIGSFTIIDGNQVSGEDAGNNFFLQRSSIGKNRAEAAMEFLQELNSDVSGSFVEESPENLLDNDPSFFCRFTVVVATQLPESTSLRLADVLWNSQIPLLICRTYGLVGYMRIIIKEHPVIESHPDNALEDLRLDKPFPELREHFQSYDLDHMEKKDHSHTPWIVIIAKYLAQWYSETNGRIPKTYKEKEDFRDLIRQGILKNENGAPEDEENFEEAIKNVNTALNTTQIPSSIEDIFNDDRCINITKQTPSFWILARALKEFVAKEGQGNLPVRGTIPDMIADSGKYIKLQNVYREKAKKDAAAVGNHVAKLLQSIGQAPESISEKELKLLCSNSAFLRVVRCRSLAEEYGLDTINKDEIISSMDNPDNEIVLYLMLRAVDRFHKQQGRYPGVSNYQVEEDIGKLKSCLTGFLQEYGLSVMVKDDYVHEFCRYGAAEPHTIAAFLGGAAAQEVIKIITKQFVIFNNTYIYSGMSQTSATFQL
# LMPTP block: LMPTP phosphatase inhibitors, primary screen, biochemical, fluorescence intensity, uHTS; inhibition, % at 20 µM; 360,000 compounds, 0.22% hits; recombinant LMPTP-A, OMFP fluorogenic substrate; Low molecular weight phosphotyrosine protein phosphatase (Homo sapiens), P24666;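 active = compounds that cut the enzyme signal by at least half of the control window in the single-dose screen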;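 note: plate controls were DMSO wells with enzyme plus substrate for no effect and substrate without enzyme for full effect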
# Target sequence (P24666 whole entry, looked up): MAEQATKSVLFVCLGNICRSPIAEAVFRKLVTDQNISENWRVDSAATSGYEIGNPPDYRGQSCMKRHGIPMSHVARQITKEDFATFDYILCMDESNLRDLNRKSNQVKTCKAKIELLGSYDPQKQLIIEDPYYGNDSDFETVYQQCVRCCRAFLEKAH
#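 material = LMPTP-A | quantity = 0.625 nM enzyme | reagent = OMFP substrate, 400 µM final | buffer or medium = Bis-Tris pH 6.0, DTT, detergent | detection = endpoint fluorescence intensity from OMFP dephosphorylation | dosing = single 20 µM dose | read-out basis = % inhibition relative to no-enzyme and uninhibited control wells | control set = no-enzyme and uninhibited controls | timing = 50 min at room temperature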
# STEP block: STEP phosphatase inhibitors, primary screen, biochemical, fluorescence intensity, uHTS; recombinant STEP, OMFP fluorogenic substrate; inhibition, % at 20 µM; 360,000 compounds, 0.25% hits;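 active = inhibition at 20 µM, scaled per plate between control wells, above about 37%, limit read from the data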;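 note: 0% = DMSO with enzyme and substrate and 100% = substrate only without enzyme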
#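 Material: STEP (striatal-enriched tyrosine phosphatase) enzyme, cell-free; Compound dosing: 20 µM single dose in 1% DMSO; Technique: fluorescence read at 480 nm ex / 540 nm em; Times: reaction 20 min, ambient temperature; Medium: 50 mM Bis-Tris pH 6.0 with 2.5 mM DTT and 0.005% Tween 20; Also added: OMFP at 25 µM.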
# SKN-1 inh: suppressors of acrylamide-induced Pgst-4::GFP reporter in worms, primary screen, SKN-1 inhibitor project, whole organism, uHTS, GFP/RFP fluorescence ratio, strain VP596; C. elegans VP596 Pgst-4::GFP/RFP ratio, 24 h; inhibition, % at 21.8 µM; 360,000 compounds, 0.49% hits;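 active = interference check ratio from 0.5 to 1.5 plus GFP to RFP signal ratio inhibition reaching or exceeding a fixed threshold, cut at about 30% in these data, passing the limit was not always enough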; note: some compounds called inactive have numbers as strong as hits
# NadD block: inhibitors of S. aureus NadD, primary screen, biochemical, colorimetric, uHTS | Nicotinate-nucleotide adenylyltransferase NadD (Staphylococcus aureus N315) | AID 602399, 2012 | 360,000 compounds, 0.78% hits | inhibition, % at 20 µM | purified NadD enzyme, colorimetric absorbance read-out; in the data active = inhibition above about 26%; note: some compounds past the cut are filed as inactive
# TbMetRS inhib: T. brucei MetRS inhibitors, primary screen, biochemical, luminescence; methionyl-tRNA synthetase (Trypanosoma brucei brucei); purified T. brucei MetRS, ATP depletion, Kinase-Glo luminescence; inhibition, % at 11.9 µM; 360,000 compounds, 0.4% hits; AID 624268, 2012;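 active = inhibition above a per-plate cutoff of the control wells' mean inhibition plus 3 SD, cut at about 5.5% in these data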;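 note: 0% = DMSO wells median and 100% = median of wells with control inhibitor compound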
#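 Test system: purified T. brucei MetRS enzyme. Also added: ATP, methionine and E. coli bulk tRNA substrates. Compound: 11.9 µM single point. Schedule: 15 min enzyme-compound preincubation, 2 h reaction, 10 min detection, 25 °C. Signal: luciferase luminescence of residual ATP, Kinase-Glo. Evaluation: percent inhibition versus plate control medians. Controls: DMSO wells, low control.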
# DNMT1 block: human DNMT1 methyltransferase inhibitors, primary screen, biochemical, molecular beacon, fluorescence, HinP1I cleavage, uHTS. DNA (cytosine-5)-methyltransferase 1 (Homo sapiens), P26358. inhibition (reported as % activation of signal), % at 10 µM. 360,000 compounds, 0.83% hits; in the data active = inhibition above about 50%
# The depositor's hits bear a star; i = inactive; nt = not tested or not shown; & = joins results of further samples. The order is random; 4.6% or so of the library scored in one or more.
(1) Cc1cc(O)c(C(=O)/C=C/c2c(F)c(F)c(F)c(F)c2F)c(=O)o1
(2) COc1ccc(N(C(=O)CNC(=O)c2ccco2)C(C(=O)NC2CCCCC2)c2cccnc2)cc1 (stereo unspecified)
(3) Cc1cc(C)cc(OCC(=O)OCC(=O)c2ccc3c(c2)NC(=O)CO3)c1
(4) CCN(CC)C(=O)COc1ccc(Br)cc1Cl
(5) COc1ccc(CN2C(=O)C(Cc3ccccc3)Nc3ncnc(N4CCOCC4)c32)cc1 (stereo unspecified)
(6) COc1ccc(OCC(=O)Nc2ccccc2C(=O)N2CCOCC2)cc1

Assay by compound	1	2	3	4	5	6
Scp1 inh	-14	-6	6	-5	0	-7
SUMO1-SIM PPI	-16	-2	2	2	-5&5	6
CendR NRP1 mod	-184	1	-2	1	-4&-1	-14
Neddyl block	i	i	i	i	i	i
LMPTP block	-0.9	-0.6	9.3	-1.6	0.8&0.3	-1.0
STEP block	-4	1	-3	0	-2&0	-3
SKN-1 inh	8	38*	1	-5	-2&0	3
NadD block	30*	-1	8	0	1&2	-6
TbMetRS inhib	-0.3	0.1	-0.8	1.2	-0.1&-0.2	1.9
DNMT1 block	59*	-1	0	0	-6&1	5

(7) CC1CC(C)CN(C(=O)COC(=O)Cc2c[nH]c3ccccc23)C1 (stereo unspecified)
(8) COC(=O)CCCC[C@@H]1O[C@H](CCc2ccccc2)CC2=C1C(=O)OC(C)(C)O2
(9) O=C(Cc1ccccc1[N+](=O)[O-])NCC(=O)c1ccc2c(c1)OCO2
(10) Cc1ccn2cc(-c3ccc(Br)cc3)nc2c1
(11) COc1cc(C(=O)N(Cc2ccccc2)c2cccc(C)c2)ccc1OCC(=O)N1CCOCC1
(12) N#C/C(=C/c1cn(-c2ccccc2)nc1-c1cccc(OCc2ccc(F)cc2)c1)C(=O)NCCCn1ccnc1

Assay by compound	7	8	9	10	11	12
Scp1 inh	-6	nt	7	6	nt	5
SUMO1-SIM PPI	3	7	-14	3	-2	-4
CendR NRP1 mod	-5	-16	5	-13	6	5
Neddyl block	i	i	i	i	i	i
LMPTP block	0.7	0.1	-0.9	-1.8	-0.1	0.4
STEP block	-2	nt	-4	4	2	7
SKN-1 inh	7	-12	25	8	2	-2
NadD block	-5	0	3	-4	1	37*
TbMetRS inhib	-0.3	-0.2	0.3	0.0	-0.1	-0.6
DNMT1 block	2	nt	0	-2	1	-21

(13) O=C1N[C@H](Cc2ccccc2)COC(=O)[C@@H](Cc2ccc(F)cc2)C/C=C\C[C@H]1CC(=O)N(CCO)Cc1ccccc1
(14) Cc1cccc(N/C(N)=N/c2nc(C)cc(=O)[nH]2)c1
(15) COc1ccc(C2=[N+]([O-])C(C)(C)C(c3ccccc3)=N2)cc1
(16) O=c1c(-c2ccc(Br)cc2)coc2c(CN3CCCCC3)c(O)ccc12
(17) Cn1cc(Br)c(NC(=O)/C=C/C(=O)O)n1
(18) CC(=O)C(C(c1ccccc1)N1CCCc2ccccc21)N1CCOCC1 (stereo unspecified)

Assay by compound	13	14	15	16	17	18
Scp1 inh	-11	-2	-6	-1	-46	-10
SUMO1-SIM PPI	4	-2	-6	2	3	2
CendR NRP1 mod	8	1	9	0	18	24*
Neddyl block	i	i	i	nt	i	i
LMPTP block	1.6	-0.3	-1.0	1.0	-0.6	1.6
STEP block	2	2	-1	6	-2	0
SKN-1 inh	-14	1	0	2	15	9
NadD block	-7	-4	3	2	-10	-3
TbMetRS inhib	-0.3	0.0	0.8	-0.5	-0.2	-0.1
DNMT1 block	3	-3	-1	1	6	2

(19) COc1cc(OC)cc(C(=O)NNC(=O)c2cc(S(=O)(=O)N3CCOCC3)ccc2F)c1
(20) CCN(CCn1cccn1)Cc1cn[nH]c1-c1ccc(-c2ccccc2)cc1
(21) Cc1ccc(S(=O)(=O)NCC2CCC(C(=O)NCCCN3CCOCC3)CC2)cc1 (stereo unspecified)
(22) O=C(NCc1ccco1)Nc1cccc2ccccc12
(23) Cc1nn(-c2ccccc2)c(C)c1C(=O)OCC(=O)Nc1cccc(S(N)(=O)=O)c1
(24) COc1ccc2c(Cl)c(C(=O)NCc3ccco3)sc2c1

Assay by compound	19	20	21	22	23	24
Scp1 inh	6	-3	-4	-10	-4	2
SUMO1-SIM PPI	7	-2	3	-21	4	-5
CendR NRP1 mod	14	-4	6	11	0	-1
Neddyl block	i	i	i	i	i	i
LMPTP block	-0.2	0.1	-2.1	-1.3	0.0	1.6
STEP block	-3	-1	-1	5	0	-3
SKN-1 inh	-16	7	18	16	5	18
NadD block	-4	-9	-2	5	1	-7
TbMetRS inhib	-0.4	-0.3	-0.4	-0.1	-0.4	-0.5
DNMT1 block	0	-2	-2	1	-1	5

(25) O=c1c2cn[nH]c2[nH]c(=S)n1-c1cccc(Cl)c1
(26) COc1ccc(-c2cnc3c(c2)CCC3(C#N)C#N)cc1
(27) Cc1nnc(NC(=O)CCSc2ccccc2)s1
(28) Cc1cccc(NC(=O)c2ccc(Cl)c(S(=O)(=O)N3CCCC3)c2)n1
(29) CN(Cc1ccccc1)C(=O)c1cccc(NC(=O)Cc2cccc([N+](=O)[O-])c2)c1
(30) Cc1ccc(S(=O)(=O)NCC(c2cccnc2)N(C)C)cc1 (stereo unspecified)

Assay by compound	25	26	27	28	29	30
Scp1 inh	-4	-6	-1	-2	-6	-4
SUMO1-SIM PPI	6	3	-2	1	-20	0
CendR NRP1 mod	1	-9	3	7	-5	3
Neddyl block	i	nt	i	i	i	i
LMPTP block	-3.6	-1.4	0.4	0.0	0.1	0.1
STEP block	-5	0	-3	2	1	2
SKN-1 inh	-3	-2	0	8	12	-17
NadD block	-1	-5	-6	-8	-10	-9
TbMetRS inhib	-0.3	0.2	-0.4	0.1	0.1	0.0
DNMT1 block	2	4	3	-1	-4	0

(31) O=C(C1CCN(S(=O)(=O)N2CCOCC2)CC1)N1CCN(Cc2ccc3c(c2)OCO3)CC1
(32) Cc1cc(=O)[nH]c(N/N=C/c2c(C)oc3ccccc23)n1
(33) O=C(COC(=O)c1cc(S(=O)(=O)N2CCCCC2)ccc1N1CCOCC1)NCCc1ccc(F)cc1
(34) O=C(NCc1ccco1)C(=S)N1CCCC1
(35) CCOC(=O)c1ccc(NC(=S)N(CCCN2CCN(CC)CC2)Cc2ccco2)cc1
(36) Cc1ccc(OCC(=O)Nc2ccc3c(c2)OCO3)c(C)c1

Assay by compound	31	32	33	34	35	36
Scp1 inh	-15	-8	2	8	-5	-7
SUMO1-SIM PPI	0	-4	-1	6	-1	33
CendR NRP1 mod	2	4	-2	6	-3	-1
Neddyl block	i	i	i	i	i	i
LMPTP block	1.9	-0.2	0.1	0.2	-3.2	-0.5
STEP block	-1	0	2	-1	4	-1
SKN-1 inh	-5	-12	-3	17	0	2
NadD block	-3	-6	3	7	-6	-5
TbMetRS inhib	-0.8	0.3	0.1	0.0	-0.3	-0.6
DNMT1 block	0	-1	-3	0	-2	-1

# Brought forward from above: four entries; new compounds follow.
(33) O=C(COC(=O)c1cc(S(=O)(=O)N2CCCCC2)ccc1N1CCOCC1)NCCc1ccc(F)cc1
(34) O=C(NCc1ccco1)C(=S)N1CCCC1
(35) CCOC(=O)c1ccc(NC(=S)N(CCCN2CCN(CC)CC2)Cc2ccco2)cc1
(36) Cc1ccc(OCC(=O)Nc2ccc3c(c2)OCO3)c(C)c1
(37) Cc1cc2[nH]c(=O)c(=O)[nH]c2cc1S(=O)(=O)Nc1cccc(Cl)c1C
(38) Cc1ccc(CNC(=S)Nc2ccc(OC(F)F)cc2C)cc1
(39) O=C(NC1CCCCCCC1)C1CCC(CNc2c(N3CCCC3)c(=O)c2=O)CC1 (stereo unspecified)
(40) CC1COc2ccccc2N1S(=O)(=O)c1cc(Cl)ccc1Cl (stereo unspecified)
(41) CCC(CO)Nc1ccc(-c2n[nH]c(=O)c3ccccc23)cc1[N+](=O)[O-] (stereo unspecified)
(42) CCCn1c(O)c(CN2CCCCC2)c(C)c(C#N)c1=O

Assay by compound	33	34	35	36	37	38	39	40	41	42
Scp1 inh	2	8	-5	-7	7	-11	-9	-22	-1	-3
SUMO1-SIM PPI	-1	6	-1	33	6	-3	7	2	-43	0
CendR NRP1 mod	-2	6	-3	-1	1	-5	-5	-4	13	-2
Neddyl block	i	i	i	i	i	i	i	i	i	i
LMPTP block	0.1	0.2	-3.2	-0.5	-1.7	0.0	-1.1	2.2	0.9	0.6
STEP block	2	-1	4	-1	1	1	-1	0	2	0
SKN-1 inh	-3	17	0	2	4	5	7	7	26	-4
NadD block	3	7	-6	-5	0	-6	2	-10	-2	-2
TbMetRS inhib	0.1	0.0	-0.3	-0.6	-0.2	0.4	0.4	-0.7	-0.9	-1.2
DNMT1 block	-3	0	-2	-1	-1	2	-2	2	0	-10

(43) Cc1onc(-c2ccccc2)c1C(=O)N1CCCN(C(=O)c2c(-c3ccccc3)noc2C)CC1
(44) CCn1cc(S(=O)(=O)CC(=O)Nc2cc(C)ccc2C)c2ccccc21
(45) Cc1ccc(NCc2ccccc2F)cc1
(46) COCc1nnc(NS(=O)(=O)c2ccc(Br)cc2)s1
(47) FC(F)(F)c1cc(Oc2ccccc2Cl)nc(-c2ccccn2)n1
(48) CSc1ccc(S(=O)(=O)NCc2ccccc2)cc1
(49) COc1ccc(C)c2sc(N(CCN(C)C)C(=O)/C=C/c3cccs3)nc12

Assay by compound	43	44	45	46	47	48	49
Scp1 inh	-8	-17	-5	0	-4	1	9
SUMO1-SIM PPI	1	-1	1	4	5	1	-26
CendR NRP1 mod	-3	7	10	12	23	1	5
Neddyl block	i	i	i	i	i	i	i
LMPTP block	-1.5	-1.4	0.1	-0.3	-0.3	1.7	0.0
STEP block	-2	-4	6	-1	4	1	2
SKN-1 inh	-10	6	0	-18	1	-9	10
NadD block	-5	0	0	-1	0	-4	-4
TbMetRS inhib	-0.4	-0.1	0.0	-0.4	0.2	0.4	-0.3
DNMT1 block	-1	-2	-1	2	0	-1	2
